Compound activity: PubChem, Broad Institute
ERAP1 inh – blocks human ERAP1 aminopeptidase activity; Q9NZ08; 340,000 compounds, 0.15% hits; recombinant ERAP1, Leu-AMC fluorescence, 60 min; AID 652197; inhibition, % at 10.7 µM;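 active means mean replicate inhibition of at least 30%, or all replicates individually reaching that 30% level; inactive means mean below 30% and not every replicate reaching it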;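 further: 0% = neutral control wells and 100% = L-leucinethiol positive control wells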
XiGFP reactiv – reactivates the inactive X chromosome in mouse fibroblasts; 360,000 compounds, 0.055% hits; XiGFP mouse fibroblasts, % GFP-positive cells imaging, 3 d; cells co-treated with 5-aza-dC sensitizer; scaled so ellipticine positive control = 100%; activation, % at 7.58 µM;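 active means mean normalized replicate activation at least 10% and every replicate at or above 10%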;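 further: 0% = median of on-plate neutral control wells and 100% = ellipticine 6 µM median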
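assay system = SV40-immortalized XiGFP fibroblast cells, line 68-5-11 | buffer or medium = DMEM plus 5-aza-dC sensitizer | doses = single-point pinned compound dosing | times = 3-day compound exposure, then 15 min fixation at room temperature | benchmarks = positive control ellipticine, 6 µM final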
RAD54 inh – RAD54 (human) branch migration inhibition. Q92698. RAD54 Holliday junction branch migration, FAM/BHQ fluorescence. inhibition, % at 10.4 µM. 360,000 compounds, 0.14% hits;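 active means mean normalized replicate activity at least 40 and at least half of replicates scoring 40 or more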;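 further: 0% = median of neutral control wells and 100% = median of positive control wells; inhibitors cause a drop in the FAM fluorescence signal; in these data hits start at about 50%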
E-sel inducer – induces E-selectin expression in human endothelial cells; P16581; HUVEC E-selectin immunofluorescence imaging; normalized: neutral wells 0, TNF-alpha wells 100; activation, % at 7.58 µM; 260,000 compounds, 0.37% hits; AID 686992;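 active means mean E-selectin-positive cell signal at least 10% of the positive control, reached in at least 60% of replicates, without over 20% cell loss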;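 further: in these data hits start at about 27%; measured in HUVEC primary endothelial cells; signal is the percent of cells scored E-selectin positive by PE staining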
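System: HUVEC / Compound: single concentration / Signal: immunofluorescence imaging / Read-out: percent E-selectin-positive cells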
RAD52 anneal inh – RAD52 (human) annealing inhibition. P43351. recombinant RAD52 DNA annealing, FRET fluorescence. inhibition, % at 18.7 µM. 360,000 compounds, 0.46% hits. AID 651710;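 active means every replicate showing at least 50% inhibition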
Target sequence (P43351 whole entry, looked up): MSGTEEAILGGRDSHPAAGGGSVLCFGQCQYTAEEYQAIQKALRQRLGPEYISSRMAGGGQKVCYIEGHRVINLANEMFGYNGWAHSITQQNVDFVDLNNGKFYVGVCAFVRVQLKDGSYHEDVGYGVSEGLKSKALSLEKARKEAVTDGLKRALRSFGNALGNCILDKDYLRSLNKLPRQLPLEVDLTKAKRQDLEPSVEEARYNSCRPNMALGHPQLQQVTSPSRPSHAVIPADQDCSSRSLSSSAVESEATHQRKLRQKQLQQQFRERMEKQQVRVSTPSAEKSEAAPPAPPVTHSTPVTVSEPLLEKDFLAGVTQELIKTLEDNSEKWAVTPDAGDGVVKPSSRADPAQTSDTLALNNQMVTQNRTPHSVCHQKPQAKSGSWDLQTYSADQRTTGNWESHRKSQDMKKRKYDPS
ERp5 block – ERp5 (human) disulfide isomerase inhibition | ERp5 insulin aggregation, absorbance 650 nm, 90 min | inhibition, % at 9.99 µM | 350,000 compounds, 0.05% hits;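 active means mean replicate inhibition above about 25%, with every replicate also reaching it, limit read from the data, passing the limit was not always enough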
Target sequence (Q15084 whole entry, looked up): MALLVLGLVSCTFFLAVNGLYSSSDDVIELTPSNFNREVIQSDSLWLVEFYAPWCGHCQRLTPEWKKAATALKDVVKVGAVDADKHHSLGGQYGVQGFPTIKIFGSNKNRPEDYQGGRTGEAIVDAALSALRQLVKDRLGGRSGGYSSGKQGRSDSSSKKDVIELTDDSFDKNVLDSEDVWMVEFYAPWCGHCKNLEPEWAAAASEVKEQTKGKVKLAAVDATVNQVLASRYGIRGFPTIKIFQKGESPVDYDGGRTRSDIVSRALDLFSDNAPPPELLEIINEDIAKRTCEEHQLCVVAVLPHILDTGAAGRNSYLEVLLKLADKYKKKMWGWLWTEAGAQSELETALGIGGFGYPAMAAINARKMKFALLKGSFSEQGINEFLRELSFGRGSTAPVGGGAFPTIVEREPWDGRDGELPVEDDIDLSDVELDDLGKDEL
esBAF inh – SWI/SNF esBAF complex inhibition | AID 602393 | mouse ES cells, Bmi1-luciferase knock-in reporter, 24 h; 100% = twice the neutral-well signal | reporter increase, % at 12.5 µM | 350,000 compounds, 2% hits; in the data active means activation above about 40%;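 further: 0% = median of the plate's neutral control wells and 100% = double that signal; a rise in the Bmi1 reporter signal indicates esBAF inhibition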
S100A4 inh HTS – S100A4-myosin IIA interaction inhibition; inhibition, % at 10.7 µM; 360,000 compounds, 0.14% hits; S100A4/TAMRA-MyoIIA peptide fluorescence polarization; AID 652163; P26447;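 active means mean inhibition of at least 70% across replicates, with every replicate also reaching that level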
Target sequence (P26447 whole entry, looked up): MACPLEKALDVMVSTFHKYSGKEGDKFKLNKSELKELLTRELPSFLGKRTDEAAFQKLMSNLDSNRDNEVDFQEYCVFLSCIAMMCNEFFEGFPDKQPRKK
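incubation = readout 5 min after mixing, signal stable up to 60 min | system = S100A4 monomer protein | buffer or medium = HEPES pH 7.2 with CaCl2, KCl, NaCl, DTT, Triton | benchmarks = neutral control DMSO, positive control TFP | also added = fluorescent myosin IIA peptide, 5 nM | compound dosing = one concentration per compound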
* = called active by the depositor; / = not tested or not shown; & = joins results of further samples.

SMILES	ERAP1 inh	XiGFP reactiv	RAD54 inh	E-sel inducer	RAD52 anneal inh	ERp5 block	esBAF inh	S100A4 inh HTS
CO[C@@H]1CN(C)C(=O)c2cc(NC(C)=O)ccc2OC[C@H](C)N(C(=O)c2ccccn2)C[C@H]1C	6	-0.2	-10	-0.2	0	0	-1	3
Cc1ccc(-c2cnc3c(c2)C(=O)N([C@H](C)CO)C[C@H](C)[C@@H](CN(C)C(=O)c2cccnc2)O3)cc1	-2	-1.3	-2	-0.1	-7	7	0	-4
CCCCCCNC(=O)C(=O)NCCc1ccc(Cl)cc1	-3	0.3	/	/	-10	-2	-5	3
COc1cccc(S(=O)(=O)N[C@@H]2CC[C@H](CCNC(=O)Nc3cc(F)ccc3F)O[C@H]2CO)c1	-1	-0.6	-2	-0.2	-8	10	14	-3
CCOc1ccc(NC(=S)Nc2cccnc2)cc1	3	0.5	/	/	-3	2	/	0
NC(=O)c1ccc(NC(=O)COc2ccc(-n3cnnn3)cc2)cc1	-5	0.0	-16	-0.4	2	-3	-8	-1
CN(C)c1cccc(CNC(=O)c2csc([C@@H]3C[C@H](O)[C@@H](CO)O3)n2)c1	-1	0.2	16	0.0	7	-1	-4	-3
O=C(CNC(=S)N(Cc1ccccc1)Cc1cccnc1)NCCN1CCOCC1	0	0.0	/	1.5	1	6	/	-2
CC(C)NC(=O)N(C)C[C@@H]1Oc2ncc(C#Cc3ccc(F)cc3)cc2C(=O)N([C@@H](C)CO)C[C@@H]1C	1	0.4	-1	0.0	2	0	6	4
COc1ccc(NC(=O)Nc2ccc3c(c2)CC(=O)N([C@H](C)CO)C[C@H](C)[C@@H](CN(C)S(=O)(=O)c2ccc(C)cc2)O3)cc1	-1	-0.1	/	1.2	19	0	/	-5
O=C(O)c1cccc(S(=O)(=O)Nc2cccc(S(=O)(=O)N3CCCC3)c2)c1	-15	0.5	-3	-0.8	-25	7	-6	1
COC(=O)c1sccc1NC(=S)N1CCN(C)CC1	/	/	/	0.6	-6	-5	/	-5
CO[C@H]1CN(C)C(=O)c2cc(NC(=O)Nc3cccc(F)c3)ccc2OC[C@@H](C)N(C(C)=O)C[C@H]1C	1	0.0	2	0.0	-5	-14	-3	5
C[C@H](CO)N1C[C@H](C)[C@@H](CN(C)Cc2ccc(C(=O)Nc3ccccc3N)cc2)Oc2ccc(NC(=O)NC3CCCCC3)cc2CC1=O	3	-1.3	6	/	-23	-7	-11	2
Clc1ccc(OCc2nnc3n2CCCCC3)c(Cl)c1	-1	0.2	/	8.8	6	6	/	-5
O=C(CCN1CCCCC1)N[C@@H]1CC[C@H](CCn2cc(-c3ccccc3)nn2)O[C@H]1CO	-3	-0.2	10	0.0	5	0	-2	4
COc1nc(N2CCOCC2)nc(-n2cccc2)n1	-1	/	1	/	0	4	-4	-1
CC(C)C[C@@H](CSc1ccc(Br)cc1)N1CCN(CC(C)C)CCC1=O	-1	0.0	-1	0.0	-16	-6	26	3
NC(=O)CC(NC(=O)c1ccccc1)c1ccc(NCCN2CCOCC2)c([N+](=O)[O-])c1 (configuration not stated)	/	0.0	-5	1.1	0	-3	-2	24
COCC(=O)N(C[C@H]1N[C@H](CO)[C@H]1c1ccc(C2=CCCC2)cc1)C(C)C	/	0.2	8	0.1	/	/	5	/
O=C(c1cc(=O)[nH]c2ccccc12)N1CCc2ccccc2C1	0	0.1	4	3.4	-6	1	2	-23
CN1CCN(C(CNC(=O)C(=O)NC2CCCC2)c2ccc(F)cc2)CC1 (configuration not stated)	-8	0.1	0	0.3	1	2	-2	4
COc1ccc(CCNC(=O)c2ccc(OCC(=O)N3CCOCC3)c(OC)c2)cc1	1	0.0	9	/	-3	8	-7	6
NC(=O)CCN(C1CCCCC1)S(=O)(=O)c1cccc2nsnc12	-3	0.1	-17	/	-13	-1	0	-2

Sorted by molar mass (ascending): 3 of the compounds above.
SMILES	ERAP1 inh	XiGFP reactiv	RAD54 inh	E-sel inducer	RAD52 anneal inh	ERp5 block	esBAF inh	S100A4 inh HTS
Clc1ccc(OCc2nnc3n2CCCCC3)c(Cl)c1	-1	0.2	/	8.8	6	6	/	-5
COc1ccc(CCNC(=O)c2ccc(OCC(=O)N3CCOCC3)c(OC)c2)cc1	1	0.0	9	/	-3	8	-7	6
C[C@H](CO)N1C[C@H](C)[C@@H](CN(C)Cc2ccc(C(=O)Nc3ccccc3N)cc2)Oc2ccc(NC(=O)NC3CCCCC3)cc2CC1=O	3	-1.3	6	/	-23	-7	-11	2

New compounds follow.
SMILES	ERAP1 inh	XiGFP reactiv	RAD54 inh	E-sel inducer	RAD52 anneal inh	ERp5 block	esBAF inh	S100A4 inh HTS
C[C@H](CO)N1C[C@H](C)[C@H](CN(C)CC2CCCCC2)Oc2ccc(NS(=O)(=O)c3ccc(F)cc3)cc2CC1=O	-1	0.8&0.1	5&-5	-0.4&0.1	11	3	3&1	3
CN(CC(=O)NCCc1ccc(S(N)(=O)=O)cc1)Cc1ccc(Cl)cc1Cl	4	0.0	1	-0.1	-7	0	7	-2
COc1ccc(Cl)cc1NC(=O)CN1C(=O)NC(C)(Cc2ccc(OC)c(OC)c2)C1=O (configuration not stated)	2	0.1	3	-0.3	10	3	-2	-1
COCCNC(=O)C[C@H]1CC[C@H]2[C@@H](COC[C@@H](O)CN2Cc2ccc(Cl)c(Cl)c2)O1	-1	0.2	2	-0.1	-18	-1	2	1
O=C(Nc1nccs1)c1csc([C@H]2C[C@H](O)[C@@H](CO)O2)n1	-1	0.2	-11	-0.3	-16	-3	5	-2
C[C@@H]1CN([C@H](C)CO)S(=O)(=O)c2ccc(C#Cc3ccccn3)cc2O[C@H]1CN(C)C	3	-1.1	-9	-0.3	-4	1	6	7
O=C(CSc1nnc2ccccn12)NNC(=O)c1ccccc1F	0	-0.1	/	-0.3	-2	5	/	4
C[C@@H]1CCCCO[C@@H](CN(C)S(=O)(=O)c2ccccc2)[C@@H](C)CN([C@@H](C)CO)C(=O)c2cc(NS(=O)(=O)c3ccc(Cl)cc3)ccc2O1	2	0.1	-4	-0.1	12	-4	4	-1
O=C(COC(=O)CNC(=O)c1ccc(Cl)cc1Cl)NC1CCCCC1	0	0.1	7	/	2	1	/	-2
COc1ccccc1NC(=O)c1cccc(N2C(=O)C3C4C=CC(C4)C3C2=O)c1 (configuration not stated)	-1	0.2	-9	/	1	9	7	-1
C[C@@H]1CN([C@@H](C)CO)C(=O)c2cc(NS(C)(=O)=O)ccc2O[C@H]1CN(C)Cc1ccc(C(=O)O)cc1	1	-0.1	12	23	-7	-3	-5	-48
O=C(c1ccc(Cl)c([N+](=O)[O-])c1)N1CCN(S(=O)(=O)c2ccc(Cl)cc2)CC1	-2	0.0	1	-0.1	-13	3	2	-5
CCCCn1c(N)c(N(CC(C)C)C(=O)c2ccc(S(=O)(=O)N3CCC(C)CC3)cc2)c(=O)[nH]c1=O	0	0.0	/	1.5	-7	-3	16	1
CCCNC(=O)C[C@@H]1CC[C@H]2[C@@H](COC[C@@H](O)CN2Cc2ccccc2F)O1	-2	0.5	6	-0.1	-7	0	2	6
CCOCCCNC(=O)NC12CC3CC(CC(C3)C1)C2	-2	/	10	/	-15	-1	2	-1
CC(C)c1cc(NCc2ccccn2)n2c(nc3ccccc32)c1C#N	5	0.3	/	1.2	-16	1	/	-1
CNC[C@H]1Oc2c(NC(=O)Nc3cccc4ccccc34)cccc2C(=O)N([C@@H](C)CO)C[C@H]1C	/	0.2	/	-0.2	4	/	/	-8
C[C@H](CO)N1C[C@H](C)[C@H](CN(C)C(=O)Nc2cccc3ccccc23)Oc2ncc(C#Cc3ccc(F)cc3)cc2C1=O	-2	-0.7	/	0.6	5	1	/	-2
Cc1nnc(NC(=O)c2ccc(F)c(S(=O)(=O)N3CCOCC3)c2)s1	1	0.4	0	-0.2	-26	-3	-5	-1
CN(C)c1ccnc2sc(C(=O)c3ccccc3)c(N)c12	3	0.1	/	-0.7	-7	-4	/	3
CC(C)=C1C2CCC1C1C(=O)N(c3ccc4c(c3)OCO4)C(=O)C21 (configuration not stated)	1	0.1	0	/	1	-23	-4	1
CC(C)c1ccc(NC(=O)CN2C(=O)COc3ccc(S(=O)(=O)N4CCOCC4)cc32)cc1	1	0.0	2	/	-3	-3	5	-5
Cc1ccc(CNC(=O)CCC2CCCN(Cc3ccc4cccc(F)c4n3)C2)o1 (configuration not stated)	-6	0.0	/	/	-15	-5	/	-4
O=C(CN1CCN(C(=O)c2ccco2)CC1)Nc1cc(S(=O)(=O)N2CCCC2)ccc1Cl	-8	0.1	-3	/	-28	-6	18	0
Cc1ccc([N+](=O)[O-])cc1-c1ccc(/C=N/NC(=O)CN2CCOCC2)o1	7	0.0	/	2.6	7	4	/	18
CCCN(C)C[C@H]1OCCCC[C@@H](C)Oc2ccc(NC(=O)Nc3ccc4c(c3)OCO4)cc2C(=O)N([C@H](C)CO)C[C@@H]1C	-2	-0.7	3	0.2	11	-2	-1	4
COc1cc(OC)cc(C(=O)N2CCN(C3CCC(C)CC3)CC2)c1 (configuration not stated)	0	0.1	6	/	-6	15	-4	-5
CC(C)NC(=O)N(C)C[C@@H]1Oc2ccc(NC(=O)CCCN(C)C)cc2CC(=O)N([C@@H](C)CO)C[C@H]1C	5	0.0	9	-2.5	-28	2	-2	-15
CC(C)CNC(=S)NNC(=O)CC(C)O (configuration not stated)	1	0.0	/	0.3	-1	1	/	-5
O=C(COC(=O)c1cc(S(=O)(=O)N2CCOCC2)ccc1F)NC1CC1	4	-0.1	7	/	1	-3	-4	-2

Eleven neighbouring entries out of the list so far:
SMILES	ERAP1 inh	XiGFP reactiv	RAD54 inh	E-sel inducer	RAD52 anneal inh	ERp5 block	esBAF inh	S100A4 inh HTS
C[C@H](CO)N1C[C@H](C)[C@H](CN(C)C(=O)Nc2cccc3ccccc23)Oc2ncc(C#Cc3ccc(F)cc3)cc2C1=O	-2	-0.7	/	0.6	5	1	/	-2
Cc1nnc(NC(=O)c2ccc(F)c(S(=O)(=O)N3CCOCC3)c2)s1	1	0.4	0	-0.2	-26	-3	-5	-1
CN(C)c1ccnc2sc(C(=O)c3ccccc3)c(N)c12	3	0.1	/	-0.7	-7	-4	/	3
CC(C)=C1C2CCC1C1C(=O)N(c3ccc4c(c3)OCO4)C(=O)C21 (configuration not stated)	1	0.1	0	/	1	-23	-4	1
CC(C)c1ccc(NC(=O)CN2C(=O)COc3ccc(S(=O)(=O)N4CCOCC4)cc32)cc1	1	0.0	2	/	-3	-3	5	-5
Cc1ccc(CNC(=O)CCC2CCCN(Cc3ccc4cccc(F)c4n3)C2)o1 (configuration not stated)	-6	0.0	/	/	-15	-5	/	-4
O=C(CN1CCN(C(=O)c2ccco2)CC1)Nc1cc(S(=O)(=O)N2CCCC2)ccc1Cl	-8	0.1	-3	/	-28	-6	18	0
Cc1ccc([N+](=O)[O-])cc1-c1ccc(/C=N/NC(=O)CN2CCOCC2)o1	7	0.0	/	2.6	7	4	/	18
CCCN(C)C[C@H]1OCCCC[C@@H](C)Oc2ccc(NC(=O)Nc3ccc4c(c3)OCO4)cc2C(=O)N([C@H](C)CO)C[C@@H]1C	-2	-0.7	3	0.2	11	-2	-1	4
COc1cc(OC)cc(C(=O)N2CCN(C3CCC(C)CC3)CC2)c1 (configuration not stated)	0	0.1	6	/	-6	15	-4	-5
CC(C)NC(=O)N(C)C[C@@H]1Oc2ccc(NC(=O)CCCN(C)C)cc2CC(=O)N([C@@H](C)CO)C[C@H]1C	5	0.0	9	-2.5	-28	2	-2	-15
